From PubChem
E coli Lon inh = inhibitors of E. coli Lon protease; AID 602123; purified E. coli Lon protease, fluorescence polarization; inhibition, % at 7.94 µM; 360,000 tested, 0.42% active; in the data active = inhibition above about 13%, passing the limit was not always enough;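 also: 0% = enzyme with probe and DMSO and 100% = no enzyme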
Rin1-Abl PPI inh = human Rin1-Abl interaction inhibition; P00519+Q13671; AID 588664; TR-FRET Rin1/Abl binding, biochemical; inhibition, % at 7.35 µM; 360,000 tested, 0.4% active; in the data active = inhibition above about 5%, passing the limit was not always enough
FAS-TE inh = blocks the thioesterase domain of human fatty acid synthase; 360,000 tested, 0.67% active; recombinant FAS-TE, OMFH fluorogenic substrate, fluorescence endpoint; P49327; inhibition, % at 15 µM;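 active = compounds whose normalised, plate-corrected inhibition of enzyme fluorescence in the single-dose primary screen is 50% or more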;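 also: 0% = DMSO with enzyme and 100% = substrate without enzyme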
Rpn11 block = inhibitors of human proteasome Rpn11; O00487; human 26S proteasome, Ub4-pepOG fluorescence polarization; 20S core pre-blocked with epoxomicin; calls only at 20 µM; 360,000 tested, 0.59% active; AID 588493;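 active = inhibition at 20 µM, scaled to each plate's controls, above about 33%, limit read from the data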
Target sequence (O00487 whole entry, looked up): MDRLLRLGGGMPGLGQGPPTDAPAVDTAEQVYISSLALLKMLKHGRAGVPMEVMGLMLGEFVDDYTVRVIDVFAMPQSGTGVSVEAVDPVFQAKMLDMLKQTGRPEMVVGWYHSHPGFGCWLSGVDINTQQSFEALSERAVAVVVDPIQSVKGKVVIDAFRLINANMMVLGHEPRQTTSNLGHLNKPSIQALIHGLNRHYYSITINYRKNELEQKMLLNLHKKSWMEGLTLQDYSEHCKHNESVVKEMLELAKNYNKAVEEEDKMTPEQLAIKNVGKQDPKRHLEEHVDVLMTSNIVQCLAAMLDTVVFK
MT1-MMP act inh = MT1-MMP (human) activation inhibition; HT1080 RFP-PRO-GFP cells, GFP/RFP ratio fluorescence, overnight; percent of plate control window, DMSO zero; P50281; GFP/RFP ratio change, % at 20 µM; AID 651647; 360,000 tested, 0.061% active;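 active = GFP/RFP ratio change of at least 30% with cell ATP level not reduced by more than half and red fluorescence within 50% of control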; also: strong numbers were not always called active
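Assay system – RFP-PRO-GFP reporter HT1080 cells · Compound dosing – single dose of 20 µM compound, 1% DMSO final · Incubation – overnight compound exposure at 37 °C · Measure – GFP/RFP fluorescence ratio · Benchmarks – DMSO wells and RFP-L50D-GFP cells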
bovine MsrA act = activates bovine MsrA enzyme | purified bovine MsrA, absorbance read-out | activation, % at 10.6 µM | 360,000 tested, 0.3% active | AID 602163; in the data active = activation above about 7.5%;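 also: 0% = vehicle and 100% = reference activator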
PABP1 MLLE inh = inhibitors of microRNA-mediated deadenylation, human PABP1 MLLE binding; P11940; GST-MLLE / FITC-PAM2 fluorescence polarization; inhibition, % at 20 µM; 360,000 tested, 0.36% active; AID 588489; in the data active = inhibition above about 35%, passing the limit was not always enough;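 also: plate controls were DMSO wells with GST-MLLE for no effect and wells lacking GST-MLLE protein for full effect; some results filed as inactive read as strong as hits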
Target sequence (P11940 whole entry, looked up): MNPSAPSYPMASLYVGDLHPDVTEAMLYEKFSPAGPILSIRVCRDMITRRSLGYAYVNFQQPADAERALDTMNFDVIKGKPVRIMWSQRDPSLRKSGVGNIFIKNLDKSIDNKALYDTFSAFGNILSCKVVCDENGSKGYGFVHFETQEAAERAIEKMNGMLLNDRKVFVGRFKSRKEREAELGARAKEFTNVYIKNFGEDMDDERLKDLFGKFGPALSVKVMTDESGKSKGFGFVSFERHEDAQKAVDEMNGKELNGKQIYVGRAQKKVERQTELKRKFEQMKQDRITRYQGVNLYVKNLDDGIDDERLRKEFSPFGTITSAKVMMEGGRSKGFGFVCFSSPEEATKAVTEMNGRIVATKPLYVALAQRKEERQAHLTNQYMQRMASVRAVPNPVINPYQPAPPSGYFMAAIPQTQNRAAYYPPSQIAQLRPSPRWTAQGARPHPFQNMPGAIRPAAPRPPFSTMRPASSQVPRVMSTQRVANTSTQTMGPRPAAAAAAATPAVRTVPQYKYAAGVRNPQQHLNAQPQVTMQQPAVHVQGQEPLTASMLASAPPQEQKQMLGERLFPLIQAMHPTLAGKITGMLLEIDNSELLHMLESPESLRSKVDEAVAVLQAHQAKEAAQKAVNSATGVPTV
MsrA inh = inhibits bovine methionine sulfoxide reductase A; purified bovine MsrA, absorbance read-out; 360,000 tested, 0.75% active; inhibition, % at 15.5 µM; in the data active = inhibition above about 4.5%;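 also: 0% = vehicle wells with enzyme and 100% = reference inhibitor wells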
CSN inh = inhibitors of human CSN-mediated cullin deneddylation | Q92905 | Purified CSN, SCF-Nedd8-OG deneddylation, fluorescence polarization | inhibition, % at 12.5 µM | 360,000 tested, 0.38% active | AID 651999;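 active = pattern-corrected inhibition above about 35%, with an unprinted fluorescence ratio check between 0.5 and 1.5, limit read from the data, passing the limit was not always enough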;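 also: 0% = enzyme with substrate and 100% = substrate without enzyme; some results filed as inactive read as strong as hits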
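Material: human Csn5 produced in HEK293T cells; Input: enzyme 0.24 nM; Reagent: SCFSkp2-Nedd8OG substrate at 10 nM final; Dosing: 12.5 µM compound; Incubation: 90 min reaction at room temperature; Detection: fluorescence polarization of the substrate; Evaluation: % inhibition of substrate cleavage by Csn5; Control set: substrate-only high control, full reaction low control.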
Active calls of the source: *; i = inactive; . = not tested or not shown.

The opening 2 records as a preview:
(1) Cc1cccnc1NC(=O)C1CCN(S(=O)(=O)c2c(C)noc2/C=C/c2ccco2)CC1
(2) Cc1c(NS(=O)(=O)c2cc(Br)cc3c2N(C(=O)C2CC2)CC3)c(=O)n(-c2ccccc2)n1C
Compound,1,2
E coli Lon inh,-3,-7
Rin1-Abl PPI inh,0,4
FAS-TE inh,0,-2
Rpn11 block,i,i
MT1-MMP act inh,-6,-1
bovine MsrA act,-7,2
PABP1 MLLE inh,1,14
MsrA inh,2.8,.
CSN inh,-4,7

All compounds of this part, repeating the preview:
(1) Cc1cccnc1NC(=O)C1CCN(S(=O)(=O)c2c(C)noc2/C=C/c2ccco2)CC1
(2) Cc1c(NS(=O)(=O)c2cc(Br)cc3c2N(C(=O)C2CC2)CC3)c(=O)n(-c2ccccc2)n1C
(3) Cc1cc(-c2nc3ccccc3c(=O)o2)ccc1[N+](=O)[O-]
(4) CC1(C)CC(=O)c2c(n(-c3cccc4ccccc34)ccc2=O)C1
(5) COc1ccc(NC(=O)Nc2c(O)ccc3ccccc23)cc1
(6) Cc1ccc(N(CC(=O)NCc2ccccc2)S(=O)(=O)c2c(C)noc2C)cc1
(7) COc1ccccc1NC(=O)COC(=O)CCC1CCCC1
(8) CCOc1ccc(N(CC(=O)Nc2cc(Cl)ccc2C)S(C)(=O)=O)cc1
Compound,1,2,3,4,5,6,7,8
E coli Lon inh,-3,-7,0,2,5,-4,8,-8
Rin1-Abl PPI inh,0,4,-3,-2,-4,-6,4,-1
FAS-TE inh,0,-2,27,-8,0,4,2,13
Rpn11 block,i,i,i,i,i,i,i,i
MT1-MMP act inh,-6,-1,4,-3,6,2,.,-1
bovine MsrA act,-7,2,-1,-3,-10,-2,-13,6
PABP1 MLLE inh,1,14,-10,-1,-6,3,13,9
MsrA inh,2.8,.,1.5,0.1,-1.0,-0.3,-1.4,-1.2
CSN inh,-4,7,-6,-3,-3,-5,0,0

(9) CN(C)C(=S)Nc1nc2ccccc2s1
(10) CN1CCN(c2nc3ccccc3nc2C(C#N)C(=O)OC2CCCCC2)CC1 (centres undefined)
(11) CN1C(=O)C(CC(=O)Nc2ccc(F)cc2)N(Cc2ccco2)C1=S (centres undefined)
(12) Cc1nn(CC(=O)c2ccccc2Cl)c(C)c1[N+](=O)[O-]
(13) CCOC(=O)[C@H]1[C@H]2COc3ccc(OC)cc3[C@@H]2N2C(=O)c3ccccc3NC(=O)[C@@]12C
(14) Cc1ccc(Oc2ccc(Cl)cc2NC(=O)c2ccc(F)cc2F)cc1
(15) Cc1cccc(OC(C)C(=O)N2CCCN(C)CC2)c1C (centres undefined)
(16) COc1ccc2oc(=N)c(C(=O)Nc3ccc(Br)cc3)cc2c1
Compound,9,10,11,12,13,14,15,16
E coli Lon inh,-1,0,-1,-9,11,2,-12,14
Rin1-Abl PPI inh,-2,-7,0,-1,2,7,0,-3
FAS-TE inh,2,10,12,10,-5,10,-6,0
Rpn11 block,i,i,i,i,i,i,i,i
MT1-MMP act inh,4,-33,4,-3,-6,3,-4,8
bovine MsrA act,-3,-7,-2,-5,-13,-12,-2,-8
PABP1 MLLE inh,-11,6,-13,0,2,14,3,-29
MsrA inh,2.9,0.7,0.5,-1.2,-0.7,0.2,.,-0.3
CSN inh,1,-6,11,0,0,-1,0,4

(17) CCC(=O)N1CCCN(S(=O)(=O)c2ccc(C)cc2)C1c1ccc(OC)cc1 (centres undefined)
(18) Cc1cccc(-c2nsc(SCC(=O)Nc3ccc4c(c3)OCO4)n2)c1
(19) Cc1nn(-c2ccccc2)c2sc(C(=O)N3CCCCC3)cc12
(20) COc1ccc(NC(=O)c2cccnc2N2CCCC2)cc1
(21) Cc1ccccc1Nc1nc(N)nc(CSc2nncn2C)n1
(22) Cc1ccc(-n2c(N)c(Br)c(=O)[nH]c2=O)cc1C
(23) O=C(NC1CCCC1)C(c1cc2c(cc1[N+](=O)[O-])OCO2)N1CCCC1 (centres undefined)
(24) COc1ccc(N/C=C\C(=O)c2ccc(C)cc2)cc1OC
Compound,17,18,19,20,21,22,23,24
E coli Lon inh,0,-5,-6,0,-8,0,-8,-3
Rin1-Abl PPI inh,0,1,0,1,-2,1,-2,1
FAS-TE inh,2,17,6,-6,-4,-1,-2,8
Rpn11 block,i,i,i,i,i,i,i,.
MT1-MMP act inh,-1,1,0,-2,1,-2,-2,-1
bovine MsrA act,-4,-4,3,-4,-5,-3,-2,-5
PABP1 MLLE inh,0,-65,14,-12,2,-15,0,-10
MsrA inh,0.8,0.0,.,1.5,-1.5,1.7,-0.7,1.1
CSN inh,-4,-12,-3,-2,5,-1,11,31

(25) CCN1C(=O)N(C)[C@@H](c2ccccc2)C(C(=O)OC)=C1C
(26) CCN1C(=O)[C@H]2[C@@H](c3ccc(C(F)(F)F)cc3)N[C@]3(CCCN(Cc4ccco4)C3=O)[C@H]2C1=O
(27) CC(NCC(=O)Nc1ccccc1C(=O)NC1CC1)c1ccc(F)cc1F (centres undefined)
(28) NC(=O)c1ccc(NC(=O)CSc2nc3ccccc3c(=O)n2CCCN2CCOCC2)cc1
(29) c1cncc(-c2cnc3ccccc3c2)c1
(30) O=C(Nc1cc2nn(-c3ccccc3)nc2cc1Cl)c1ccco1
(31) C[C@@H](CO)NC(=O)[C@H]1O[C@@H](n2cnc3c(N)ncnc32)[C@H](O)[C@@H]1O
(32) NC1=NC(=O)C(CC(=O)c2ccc(Cl)cc2)S1 (centres undefined)
Compound,25,26,27,28,29,30,31,32
E coli Lon inh,-13,-5,-3,-7,-7,-5,-11,7
Rin1-Abl PPI inh,1,-1,3,4,-9,1,4,-4
FAS-TE inh,2,-3,-10,-6,-7,5,-1,-14
Rpn11 block,i,i,i,i,i,i,i,i
MT1-MMP act inh,2,2,5,3,-2,7,0,0
bovine MsrA act,9.3*,-6,-2,-1,-2,-8,-11,-4
PABP1 MLLE inh,0,-8,-5,-8,6,-17,2,4
MsrA inh,0.1,-1.1,0.1,0.1,0.0,-1.1,.,-1.5
CSN inh,6,6,0,-1,-9,19,5,4

The final 4 compounds of the part above are carried over, then new ones follow:
(29) c1cncc(-c2cnc3ccccc3c2)c1
(30) O=C(Nc1cc2nn(-c3ccccc3)nc2cc1Cl)c1ccco1
(31) C[C@@H](CO)NC(=O)[C@H]1O[C@@H](n2cnc3c(N)ncnc32)[C@H](O)[C@@H]1O
(32) NC1=NC(=O)C(CC(=O)c2ccc(Cl)cc2)S1 (centres undefined)
(33) Cc1ccc(Cn2nc(C)c(NC(=O)C3CC3)c2C)cc1
(34) CCCOc1ccc(N2CC(C(=O)NC(C)C)CC2=O)cc1 (centres undefined)
(35) CCOC(=O)C1CCCN(C(=S)Nc2cccc(Cl)c2C)C1 (centres undefined)
(36) CN(C)CCOC(=O)c1cccc(Br)c1
(37) O=[N+]([O-])c1ccc(N2CCOCC2)c([N+](=O)[O-])c1
(38) Cc1nc2nc(SCc3ccccc3)[nH]n2c(=O)c1CCC(C)C
(39) O=C(Cn1cc(C(F)(F)F)cc(Cl)c1=O)Nc1cccc(Cl)c1
(40) O=C(O)c1cn(Cc2ccccc2Cl)c2ccc(S(=O)(=O)N3CCOCC3)cc2c1=O
Compound,29,30,31,32,33,34,35,36,37,38,39,40
E coli Lon inh,-7,-5,-11,7,1,3,6,1,-15,-2,13,-3
Rin1-Abl PPI inh,-9,1,4,-4,-1,2,1,1,-7,3,0,0
FAS-TE inh,-7,5,-1,-14,-4,-3,0,1,5,5,-8,-4
Rpn11 block,i,i,i,i,i,i,i,i,i,i,i,i
MT1-MMP act inh,-2,7,0,0,-2,-2,0,-1,-4,1,5,-1
bovine MsrA act,-2,-8,-11,-4,1,6,-6,-2,-2,-5,-2,-1
PABP1 MLLE inh,6,-17,2,4,4,-6,-60,4,1,1,-10,-4
MsrA inh,0.0,-1.1,.,-1.5,0.0,1.4,-1.5,2.4,1.8,0.6,-0.2,-0.4
CSN inh,-9,19,5,4,-2,1,6,2,0,-1,-11,-5

(41) CCOc1ccccc1N1CCN(C(=O)c2cccc(S(=O)(=O)N3CCOCC3)c2)CC1
(42) COc1cccc(CN2CCN(Cc3ccon3)CC2CCO)c1 (centres undefined)
(43) COC(=O)c1cc(C(=O)OC)n(Cc2ccc(C)cc2)c1C
(44) CC1CN(c2oc(-c3ccco3)nc2S(=O)(=O)c2ccccc2)CC(C)O1 (centres undefined)
(45) COc1ccc(NC(=O)CSc2n[nH]c(CNc3cccc(C)c3)n2)cc1
(46) CCCc1cc(=O)oc2c3c(cc(OCC(=O)N4CCC(C(=O)O)CC4)c12)OC(C)(C)CC3
(47) Cn1c(=O)c2c(ncn2CC(=O)N2CCN(c3ccccc3F)CC2)n(C)c1=O
(48) CN(CCOC(=O)c1cccc(Br)c1)C(C)(C)C
Compound,41,42,43,44,45,46,47,48
E coli Lon inh,4,2,-2,-4,-1,12,2,7
Rin1-Abl PPI inh,1,-2,-1,-2,3,-2,3,2
FAS-TE inh,-5,13,14,-1,-6,-1,-2,-2
Rpn11 block,i,i,i,i,i,i,i,i
MT1-MMP act inh,3,-2,-1,1,3,5,0,-1
bovine MsrA act,0,-2,-3,-1,-13,-3,-4,2
PABP1 MLLE inh,3,7,-10,5,-4,-4,0,9
MsrA inh,0.7,0.6,1.0,-0.7,-1.2,5.0*,-0.3,0.2
CSN inh,2,5,-4,-1,3,1,0,0

(49) CN(C(=O)COC(=O)c1cccs1)c1c(N)n(Cc2ccccc2)c(=O)[nH]c1=O
(50) COc1ccc(C(=O)O/N=C(\N)c2ccccn2)cc1[N+](=O)[O-]
(51) Cc1ccc(S(=O)(=O)NC2c3cccc4cccc(c34)C2Sc2nc(C)cc(C)n2)cc1 (centres undefined)
(52) Cc1ccc(NC(=O)CCC(=O)O)cc1F
(53) Cc1ccc(NC(=O)/C=C/C(=O)O)c([N+](=O)[O-])c1
Compound,49,50,51,52,53
E coli Lon inh,9,-3,1,3,-6
Rin1-Abl PPI inh,1,-1,0,-1,-4
FAS-TE inh,-6,0,26,-8,-8
Rpn11 block,i,i,i,i,i
MT1-MMP act inh,1,1,-5,3,1
bovine MsrA act,-3,-4,-2,-4,-5
PABP1 MLLE inh,20,2,20,0,-7
MsrA inh,-1.3,1.7,0.4,-0.3,-0.8
CSN inh,0,-3,5,-1,1
